# Source: PubChem BioAssay
# FBPA Giardia inh – Giardia lamblia aldolase inhibition; purified Giardia FBPA; Potency, µM (series often up to 59.6 µM), inactives show top-dose activity, negative = inhibition, usual class: inhibitors; 0.71% of 290,000 active; A8B2U2; also: potency is read from the fitted curve at half-maximal effect; nearly all actives have a fitted effect of over 55% in size
# Target sequence (A8B2U2 whole entry, looked up): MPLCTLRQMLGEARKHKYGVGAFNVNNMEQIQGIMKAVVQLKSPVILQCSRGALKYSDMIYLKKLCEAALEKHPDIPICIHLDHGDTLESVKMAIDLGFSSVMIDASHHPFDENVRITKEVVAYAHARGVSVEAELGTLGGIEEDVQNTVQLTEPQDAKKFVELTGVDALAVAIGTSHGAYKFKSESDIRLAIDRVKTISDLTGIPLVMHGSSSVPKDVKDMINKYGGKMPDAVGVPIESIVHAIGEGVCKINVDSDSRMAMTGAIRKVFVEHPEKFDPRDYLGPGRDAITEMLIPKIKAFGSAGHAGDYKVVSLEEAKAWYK
#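 Giardia FBPA (40 nM reagent) was preincubated 10 min at RT with compound (up to 57.5 uM final), then substrate plus GAPDH/TPI/NAD/arsenate coupling system with diaphorase/resazurin was added; resorufin fluorescence (525/598 nm) was read after 20 min.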
# HCMV antiviral – blocks human cytomegalovirus replication. AID 1259415. HFF cells, HCMV-luciferase reporter, 72 h; hits give low values. 4.5% of 410,000 active. activity change, negative = inhibition, % at 57.5 µM; in the data active = activity change below about -60%; inconclusive = no clear call, values can overlap the other calls; inactive = above about -39%
#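 Screen run at 2 compound doses on HFFs infected with reporter HCMV, MOI 1 PFU/cell. Luciferase activity from cell lysates at 72 h post infection gave inhibition relative to buffer-only and Salinomycin wells.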
# AMA1 RON2 block – AMA1-RON2 (P. falciparum) interaction inhibition; AlphaScreen AMA1-biotinylated RON2 peptide binding; 0.2% of 360,000 active; Potency, µM (highest dose often 58.2 µM), inactives show top-dose activity change, negative = inhibition, actives largely listed as inhibitors;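 also: potency is read from the fitted curve at half-maximal effect; 0% = vehicle wells and -100% = peptide control; nearly all actives have a fitted effect of over 45% in size; some results filed as inactive show a strong effect at the top dose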
#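 AMA1 (3D7) with his tag at 25 nM final met compounds first, then biotinylated RON2 peptide at 25 nM; detection used donor plus acceptor beads, 10 µg/mL apiece, read by AlphaScreen after 30 min at room temperature.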
# Sm TGR inh – blocks Schistosoma mansoni thioredoxin glutathione reductase | Q962Y6 | purified TGR, DTNB reduction, TNB absorbance 405 nm | Potency, µM (titrated, usually from 114 µM), without a hit: at the highest dose activity change, negative = inhibition, usual class: inhibitors | 3% of 360,000 active | AID 485364; also: potency is read from the fitted curve at half-maximal effect; nearly all actives have a fitted effect of over 60% in size
#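 Kinetic colorimetric format: TGR-catalysed, NADPH-driven DTNB reduction monitored via TNB absorbance. Enzyme dispensed at 20 nM; compound exposure 15 min at room temperature before reaction start.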
# AmpC no deterg – inhibitors of E. coli AmpC beta-lactamase without detergent. P00811. AmpC nitrocefin hydrolysis, absorbance 480 nm, 0.0001% Triton. Potency, µM (titrated, usually from 57.1 µM), without a hit: top-dose activity change, negative = inhibition, most hits filed as inhibitors. 0.52% of 330,000 active. AID 485341;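 also: potency is read from the fitted curve at half-maximal effect; plate controls were no compound for no effect and no enzyme for full effect; nearly all actives have a fitted effect of over 20% in size; some results filed as inactive show a strong effect at the top dose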
# Target sequence (P00811 whole entry, looked up): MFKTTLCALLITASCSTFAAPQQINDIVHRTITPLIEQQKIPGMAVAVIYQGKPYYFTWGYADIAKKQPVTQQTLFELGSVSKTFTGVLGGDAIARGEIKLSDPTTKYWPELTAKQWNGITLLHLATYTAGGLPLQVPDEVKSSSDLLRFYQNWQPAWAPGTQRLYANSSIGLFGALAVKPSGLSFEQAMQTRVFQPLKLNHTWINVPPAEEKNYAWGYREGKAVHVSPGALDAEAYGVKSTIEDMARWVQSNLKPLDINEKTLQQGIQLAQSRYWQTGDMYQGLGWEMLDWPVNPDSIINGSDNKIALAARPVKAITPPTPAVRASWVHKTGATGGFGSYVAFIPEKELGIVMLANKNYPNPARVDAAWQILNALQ
#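 20 mM phosphate pH 7.0 + 0.01% (detergent screen) or 0.0001% Triton X-100; 5.3 nM AmpC reagent; cpd preinc 15 min RT; nitrocefin (800 uM stock) to start; A480 q20 s × 4 min; Activity was normalised to no-enzyme and no-compound control wells.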
# AmpC inh detg – inhibitors of E. coli AmpC beta-lactamase with detergent; P00811; AmpC hydrolysis of nitrocefin, absorbance 480 nm, 0.01% Triton; Potency, µM (doses to about 114 µM), inactives show at the top dose activity change, negative = inhibition, most hits filed as inhibitors; 0.041% of 370,000 active; AID 485294;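 also: potency is read from the fitted curve at half-maximal effect; 0% = no-compound wells and -100% = no-enzyme wells; nearly all actives have a fitted effect of over 25% in size; some results filed as inactive show a strong effect at the top dose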
#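 20 mM phosphate pH 7.0 + 0.01% (detergent screen) or 0.0001% Triton X-100; 5.3 nM AmpC reagent; cpd preinc 15 min RT; nitrocefin (800 uM stock) to start; A480 q20 s × 4 min; Activity was normalised to no-enzyme and no-compound control wells.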
# An asterisk follows results filed as active; ? = inconclusive; . = not tested or not shown; [ ] = remark or other dose. Unless noted, calls follow the shape of the dose curve; as a rule, active = well fitted curve in the direction sought with a large enough effect; inconclusive = small, poorly fitted or top-dose-only effect, or another doubt; inactive = no such curve, though single readings can be large; an effect the other way counts as inactive or inconclusive. Unless noted, % is scaled to controls: 0 for no effect and ±100 for the full control effect. Not a hit list. About 7.8% of those tested had a hit in this group.
SMILES | FBPA Giardia inh | HCMV antiviral | AMA1 RON2 block | Sm TGR inh | AmpC no deterg | AmpC inh detg
Clc1ccc(C(c2nnnn2CCc2ccccc2)N2CCSCC2)cc1 (stereo unspecified) | . | -32 | -23% | -2% | -15% | 0%
O=C(CSc1ccc(-c2cccnc2)nn1)N1CCCCC1 | -7% | -3 | -3% | -20% | -2% | -5%
CN(C)c1ccc(/C=C2\CCCCC2=O)cc1 | -3% | 7 | 16% | -1% | -14% | -7%
COC(=O)CSc1nnc(C)c(=O)[nH]1 | -3% | 60 | -7% | 6% | -11% | 1%
C=CC[C@H](CC(=O)NCCO)C(=O)N[C@@H](C)COC(=O)[C@@H](CC=C)CC(=O)OC(C)(C)C | . | -10 | 13% | . | 66%[activator] | .
O=C(O)CSc1ccc2ccccc2n1 | 8% | -23 | 11% | 7% | -5% | 1%
CCOC(=O)C1CCN(C=C2C(=O)N(C)C(=S)N(C)C2=O)CC1 | 5% | 51 | 0% | -13% | -39% | -2%
CC(=O)c1c(C)[nH]c(C(=O)OCC(=O)N(CC(C)C)C2CCS(=O)(=O)C2)c1C (stereo unspecified) | . | 6 | 1% | 0% | -13% | -20%
CCC/C(O)=C1\C(=O)CC(C)(C)CC1=Nc1ccc(OC)cc1OC | 1% | 21 | -13% | -3% | 36% | -6%
Cc1cc(C)c[n+](C[n+]2cc(C)cc(C)c2)c1 | 4% | -17 | 3% | -1% | -20% | 0%
COc1ccc(C(C(=O)NCc2ccccc2)N(Cc2ccco2)C(=O)c2snc(C(N)=O)c2N)cc1OC (stereo unspecified) | 5% | ? | -10% | 7% | 23% | 7%
CCCOc1ccc(C(=O)Nc2ccc(N3CCN(C(=O)c4ccco4)CC3)cc2)cc1 | . | 28 | 8% | -8% | -2% | 0%
COCc1cc(C)nc(OCC(=O)N/N=C/c2ccccc2O)c1C#N | 17% | 48 | 128%[activator] | -10% | -25% | 2%
CC1(C)CC(=O)C(C2c3ccccc3Oc3ccccc32)C(=O)C1 | 16% | ? | 2% | -17% | -24% | -14%
O=[N+]([O-])c1ccc(CNc2ccc(Cl)cc2)s1 | 15% | 48 | -21% | ? | -44% | -2%
Cc1nc2ccccn2c1C(=O)NN=C1C2CC3CC(C2)CC1C3 | -3% | 4 | 13% | -4% | -34% | 0%
Cc1ccc(S(=O)(=O)Nc2nsc(N)n2)cc1 | 1% | -15 | -18% | 6% | 0% | -14%
COc1ccc(OCC(=O)N2CCN(c3cccc(Cl)c3)CC2)cc1 | -3% | -24 | -8% | -27% | 44% | 3%
O=C(C1CCN(S(=O)(=O)c2cccs2)CC1)N1CCCCCC1 | 0% | -5 | -1% | 1% | 3% | 0%
CCc1ccccc1-n1c(SCC(=O)NC)nnc1-c1cccnc1 | 18% | 47 | 15% | -12% | 1% | 35µM*
COc1cc2c(=O)c(C(=O)c3ccc(C)c(C)c3)cn(Cc3ccccc3F)c2cc1OC | . | -72* | . | 5% | . | 9%
O=C(CCl)N=c1sccn1Cc1ccccc1Cl | 2% | -91* | 20% | 0% | -18% | -7%
CCOc1cc(/C=C2/C(=O)ON=C2C)ccc1OCc1ccccc1F | ? | ? | -5% | -9% | 18% | -5%
Cn1cccc1C(=O)OCC(=O)Nc1ccc2c(c1)OCCO2 | . | 132 | -1% | . | -12% | .
Cc1ccccc1NC(=O)CNC(=O)Cc1cccc2ccccc12 | . | -22 | 7% | 0% | -30% | -6%
COc1ccc(CC(=O)Nc2nnc(SCC(=O)NCc3ccco3)s2)cc1OC | 4% | -13 | 21% | -1% | -17% | 6%
CCCCOC(=O)C1=C(C)Nc2ncnn2C1c1cccc(OC)c1 (stereo unspecified) | -13% | -14 | -13% | 0% | 9% | 3%
CC1=C(C(=O)OCCOc2ccccc2)C(c2coc3ccccc3c2=O)C2=C(CCCC2=O)N1 (stereo unspecified) | -1% | 16 | -6% | -1% | -17% | -9%
COc1ccc(Nc2ncnc3c2cnn3-c2cc(Cl)ccc2C)cc1OC | . | ? | . | -1% | . | 7%
CC1CC=C2C(C#N)=C(N)C(C#N)(C#N)C(c3cccs3)C2C1 (stereo unspecified) | ? | . | 15% | 50µM* | -50% | -16%

# 4 entries already listed, ordered by length of the SMILES, lowest first:
SMILES | FBPA Giardia inh | HCMV antiviral | AMA1 RON2 block | Sm TGR inh | AmpC no deterg | AmpC inh detg
O=C(O)CSc1ccc2ccccc2n1 | 8% | -23 | 11% | 7% | -5% | 1%
O=C(CCl)N=c1sccn1Cc1ccccc1Cl | 2% | -91* | 20% | 0% | -18% | -7%
CC1CC=C2C(C#N)=C(N)C(C#N)(C#N)C(c3cccs3)C2C1 (stereo unspecified) | ? | . | 15% | 50µM* | -50% | -16%
CC1=C(C(=O)OCCOc2ccccc2)C(c2coc3ccccc3c2=O)C2=C(CCCC2=O)N1 (stereo unspecified) | -1% | 16 | -6% | -1% | -17% | -9%

# Next section:
SMILES | FBPA Giardia inh | HCMV antiviral | AMA1 RON2 block | Sm TGR inh | AmpC no deterg | AmpC inh detg
COC(=O)C(NC(=O)CNS(=O)(=O)c1ccc(Br)cc1)c1ccccc1 (stereo unspecified) | 3% | -1 | -1% | -9% | -7% | ?
O=C(NC(=S)Nc1sc2c(c1C(=O)O)CCCC2)c1ccccc1 | ? | 26 | 57%[activator] | 60%[activator] | -38% | -17%
CCOC(=O)c1cc2cc(C)ccc2[nH]1 | 0% | 1 | 37%[activator] | 7% | -33% | 1%
Cc1nc(C)c(C(=O)OCC(=O)Nc2ccccc2)s1 | . | -12 | -5% | -2% | -5% | 8%
Nc1nnc(SCC(=O)NNC(=O)c2ccccc2)s1 | . | -21 | 115%[activator] | 1% | -13% | 0%
NC(=O)c1cc(S(=O)(=O)Nc2cccc(Cl)c2)cs1 | 4% | ? | -3% | 6% | 97%[activator] | -6%
NC(=O)[C@H]1CC2(CC(c3cccc(NC(=O)COc4ccc(Cl)cc4)c3)=NO2)CN1C(=O)[C@H]1CCC(=O)N1 (stereo partly specified) | 3% | -3 | 33%[activator] | 3% | 134%[activator] | 2%
COc1cccc(OC)c1C(=O)NC(=S)N1CCN(c2ccc(C(F)(F)F)cc2[N+](=O)[O-])CC1 | 4% | -27 | 32%[activator] | 11% | -5% | -10%
CCc1cc2c(=O)n(Cc3ccco3)c(SCC(=O)NCC3CCCO3)nc2s1 (stereo unspecified) | 8% | ? | -4% | -32% | 27% | -4%
COC(=O)[C@@H](NC(=O)NCc1cccs1)C(C)C | 7% | -13 | -4% | 3% | 1% | 6%
CCOc1ccc(Nc2nc3cc(S(=O)(=O)CC)ccc3o2)cc1 | -11% | ? | 0% | 0% | -28% | -3%
COc1ccc(NC(=O)C2CCN(S(=O)(=O)c3c(C)noc3C)CC2)cc1Cl | 2% | ? | 9% | 8% | -26% | -2%
Cc1ccc2c(c1)CC(C)N2S(=O)(=O)c1nnc(NC(=O)c2ccccc2F)s1 (stereo unspecified) | . | 30 | . | -10% | . | 2%
O=C(CSc1nnc(-c2cccc(Br)c2)o1)N1CCNC1=O | . | 0 | 2% | . | -2% | .
NC(=O)CC[C@H](NC(=O)OCc1ccccc1)C(=O)OCc1ccc(Cl)cc1 | -12% | -10 | -8% | 3% | 126%[activator] | 17%
CC(C)c1nnc(SCC(=O)N2CCOCC2)n1C | 4% | 2 | 2% | -1% | -8% | -1%
Cc1c(Br)c([N+](=O)[O-])nn1CC(=O)NCC1CCCO1 (stereo unspecified) | 5% | 34 | 7% | -7% | -1% | -2%
N=C1/C(=C\c2coc3ccccc3c2=O)C(=O)N=C2SC(c3ccncc3)=NN12 | 1% | 28 | 1% | 0% | -29% | -9%
O=C1NCCCc2nonc21 | 4% | 1 | 0% | 5% | -8% | ?
O=C(CSc1ccc(-c2ccc(Br)cc2)nn1)N1CCOCC1 | -17% | 39 | 3% | 1% | -2% | 11%
O=C(Nc1cc(Cl)ccc1-n1cncn1)c1cccs1 | . | 24 | -5% | 1% | -9% | ?
CCOc1ccccc1NC(C)C(=O)NC(=O)NC1CCCCC1 (stereo unspecified) | . | -15 | -18% | -2% | -10% | -16%
CCN(CC)c1ccc(/C=N/Nc2ccccc2)c(O)c1 | ? | . | -3% | 10µM* | -32% | 4%
CCC1C(=O)NCCN1C(=O)c1ccc(OC)c(OC2CCN(C(C)=O)CC2)c1 (stereo unspecified) | . | -15 | 22% | 2% | -5% | -9%
CCOc1ccc(NC(=O)CCNS(=O)(=O)c2ccc3c(c2)CCCC(=O)N3)cc1 | . | 1 | . | 3% | . | 28%
O=C(OCC(=O)N1CCc2ccccc21)C1=COCCO1 | -8% | -33 | 0% | 22µM* | 3% | ?
COc1ccc(OCCCC(=O)NCCc2nc3ccccc3[nH]2)cc1 | -2% | ? | -15% | -2% | -2% | 4%
CSCC(O)Cn1ncc2ccccc2c1=O (stereo unspecified) | 4% | 54 | 0% | -2% | -3% | -5%
O=C(Nc1ccccc1)C1C2CCC3C(CCC21)C3(Cl)Cl (stereo unspecified) | 10% | -20 | 0% | -11% | -48% | -6%
COc1ccc(CCNC(=O)C2CCN(S(=O)(=O)N3CCCCCC3)CC2)cc1OC | 5% | 40 | -5% | 2% | 95%[activator] | -1%
O=C(Cn1cnc2ccccc2c1=O)NC1CCS(=O)(=O)C1 (stereo unspecified) | . | -9 | 1% | -2% | -13% | -20%
COc1ccccc1N1CCN(c2ccc(=O)n(CC(=O)NCc3ccc(OC(C)C)cc3)n2)CC1 | . | 14 | . | -1% | . | -3%
Cc1n[nH]c(=O)nc1NC(C)c1ccccc1 (stereo unspecified) | 1% | -20 | 3% | 11% | -15% | -9%
CCOC(=O)N1CCN(C(=O)c2ccc3c(c2)N(Cc2ccccc2)CCS3)CC1 | 6% | ? | 3% | -3% | 86%[activator] | -6%
Nc1nnnn1CC(=O)N/N=C/c1cc([N+](=O)[O-])ccc1O | -9% | -23 | -11% | 6% | 125%[activator] | -2%
CCOc1ccc(CCNC(=O)CCc2nnc3ccc(N4CCOCC4)nn23)cc1OCC | 5% | -13 | 0% | -6% | 46% | ?
C=CCn1c(SCC(=O)NCc2ccc3c(c2)OCO3)nnc1C1COc2ccccc2O1 (stereo unspecified) | 11% | 45 | -5% | -2% | 19% | 2%
CS(=O)(=O)Nc1ccccc1C(=O)Nc1ccc2c(c1)OCCO2 | -3% | 28 | 12% | 2% | -20% | 0%
O=C(c1cnc2n(c1=O)CCS2)N1CCN(c2ccccc2Cl)CC1 | 2% | . | . | 6% | -3% | 2%
CCOc1ccc(NC(=S)NCCCc2ccccc2)cc1 | 3% | 3 | 26% | 5% | -9% | 10%
CCn1c(CN2CCC(C)CC2)nc2cc(NC(=O)COc3ccc(Cl)c(C)c3)ccc21 | . | ? | . | -16% | . | 26%
CC(=O)c1c(C)n(CC2CCCO2)c2ccc(O)cc12 (stereo unspecified) | -18% | -19 | 1% | -17% | -15% | -16%
CN1C(=O)N(C)C2(c3ccccc3)N(C)C(=O)NC12c1ccccc1 (stereo unspecified) | -3% | -14 | -23% | -2% | -2% | -7%
CCOC(=O)c1ccc(NC(=S)Nc2ccc3[nH]c(=O)[nH]c3c2)cc1 | -21% | -16 | 4% | ? | -32% | -3%
